High-throughput results as filed in PubChem BioAssay.
Rtt109 Vps75: inhibitors of Candida albicans Rtt109/Vps75 histone acetyltransferase; 330,000 tested, 0.16% active; Q5AAJ8; AID 540336; inhibition, % at 34.9 µM; purified Rtt109/Vps75, ThioGlo CoA-SH fluorescence, 4 h;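 active = inhibition of at least 50% in every replicate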
cardiac RTF act: cardiac RTF calcium sensitization; P19429+P45379; IANBD-labeled TnC RTF fluorescence at EC20 calcium; 0% EC20 calcium, 100% full calcium; activation, % at 7.2 µM; 340,000 tested, 0.24% active; AID 493008;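 active = activation above the mean over all tested compounds plus 3 SD, cut at about 30% in these data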;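 also: rise in fluorescence read as greater calcium sensitivity of cardiac thin filaments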
CAL PDZ FP-1: inhibitors of human CAL PDZ peptide binding. Q9HD26. purified CAL PDZ, TMR-peptide fluorescence polarization, 1 h. inhibition, % at 20 µM. 330,000 tested, 0.02% active. AID 504414;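 active = highest replicate inhibition of at least 40%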;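 also: plate controls were DMSO neutral control wells for no effect and unlabeled competitor peptide control wells for full effect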
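Test system: purified CerCALP PDZ construct; Compound dosing: one concentration, 20 µM compound; Also added: TMR-labelled reporter peptide T*-PRC34 bound in PDZ groove; Read-out: inhibition from polarization loss; Controls: unlabelled peptide and DMSO controls; Signal: FP readout, S and P plane fluorescence; Incubation: 1 h at RT.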
PKA-R2B activ: activators of human PKA-R2B complex. P22694+P31323. PKA-R2B holoenzyme dissociation, Cy5-IP20 fluorescence polarization; R2B truncated from residue 108, S112A mutant; 0% DMSO only, 100% 113 µM cGMP. activation, % at 11.4 µM. 340,000 tested, 0.079% active. AID 504700;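 active = activation above a cutoff set at the mean over all compounds plus 3 SD, cut at about 18% in these data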;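 also: higher means more holoenzyme dissociation and a rise in polarization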
Target sequence (P31323 whole entry, looked up, other chains not shown, the tested form may be a part): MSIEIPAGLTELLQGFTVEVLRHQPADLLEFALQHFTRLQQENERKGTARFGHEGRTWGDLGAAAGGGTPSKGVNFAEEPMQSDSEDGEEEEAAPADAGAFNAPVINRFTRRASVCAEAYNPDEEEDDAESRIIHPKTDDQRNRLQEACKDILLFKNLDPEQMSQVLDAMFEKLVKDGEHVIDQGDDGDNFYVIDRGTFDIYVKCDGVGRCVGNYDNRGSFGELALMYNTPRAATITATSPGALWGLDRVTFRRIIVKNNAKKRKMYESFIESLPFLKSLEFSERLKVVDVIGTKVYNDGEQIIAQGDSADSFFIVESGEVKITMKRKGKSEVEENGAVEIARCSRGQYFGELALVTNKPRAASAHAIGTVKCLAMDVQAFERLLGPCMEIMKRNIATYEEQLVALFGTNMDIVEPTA
SR-BI uptake up: enhances SR-BI lipid uptake from DiI-HDL; CHO ldlA[mSR-BI] cells, DiI-HDL uptake fluorescence, 3 h; 100 = double the neutral-control signal; activation, % at 12.5 µM; 320,000 tested, 0.096% active; AID 504775;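 active = mean replicate activation of at least 60% and every replicate at or above 60%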;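 also: 0% = median plate neutral-control signal and 100% = twice that signal; values of inactives mirror those of a sister screen read the other way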
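Material: SR-BI-overexpressing, LDLR-lacking CHO cells; schedule: compound exposure 3 h, 37 °C; reagent: DiI-labelled HDL at 10 µg/mL final; technique: bottom-read fluorescence, 550/595 nm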
CAL PDZ FP-2: inhibitors of human CAL PDZ peptide binding. purified CAL PDZ, TMR-peptide fluorescence polarization, 1 h. 300,000 tested, 0.92% active. inhibition, % at 24.9 µM. Q9HD26. AID 602252;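 active = mean inhibition of at least 30% with at least half of replicates also reaching 30%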;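 also: 0% = DMSO neutral control and 100% = excess unlabeled competitor peptide PRC23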
Cardiac RTF inh: cardiac RTF calcium desensitization; P19429+P45379; IANBD-labeled cardiac RTF, Ca2+ fluorescence; inhibition, % at 7.15 µM; 340,000 tested, 0.12% active;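 active = inhibition above the mean inhibition of all tested compounds plus 3 SD, cut at about 17% in these data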;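 also: assay run at fixed EC70 calcium of 1.6 mM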
LANA DNA inh: inhibitors of KSHV LANA C-terminal domain DNA binding. AID 504423. 340,000 tested, 0.078% active. inhibition, % at 9 µM. MBP-C-LANA/FAM-LBS DNA binding, fluorescence polarization;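 active = highest replicate inhibition at or above 60% at 9 µM, even if other replicates fall short; inactive = all replicates below 60% inhibition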;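 also: 0% = neutral control wells and 100% = 4 µM acridine orange control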
Keap1 Nrf2 FP: disrupts human Keap1 binding to Nrf2 peptide; inhibition, % at 9.4 µM; Q14145; 340,000 tested, 0.15% active; Keap1 Kelch-Nrf2 peptide fluorescence polarization, 1536-well; in the data active = inhibition above about 12%;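 also: human Keap1 Kelch domain with fluorescein labeled Nrf2 9mer peptide probe; 0% = neutral control wells and 100% = peptide positive control; higher means more block of Keap1 binding to Nrf2 peptide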
Target sequence (Q14145 whole entry, looked up, the tested form may be a part): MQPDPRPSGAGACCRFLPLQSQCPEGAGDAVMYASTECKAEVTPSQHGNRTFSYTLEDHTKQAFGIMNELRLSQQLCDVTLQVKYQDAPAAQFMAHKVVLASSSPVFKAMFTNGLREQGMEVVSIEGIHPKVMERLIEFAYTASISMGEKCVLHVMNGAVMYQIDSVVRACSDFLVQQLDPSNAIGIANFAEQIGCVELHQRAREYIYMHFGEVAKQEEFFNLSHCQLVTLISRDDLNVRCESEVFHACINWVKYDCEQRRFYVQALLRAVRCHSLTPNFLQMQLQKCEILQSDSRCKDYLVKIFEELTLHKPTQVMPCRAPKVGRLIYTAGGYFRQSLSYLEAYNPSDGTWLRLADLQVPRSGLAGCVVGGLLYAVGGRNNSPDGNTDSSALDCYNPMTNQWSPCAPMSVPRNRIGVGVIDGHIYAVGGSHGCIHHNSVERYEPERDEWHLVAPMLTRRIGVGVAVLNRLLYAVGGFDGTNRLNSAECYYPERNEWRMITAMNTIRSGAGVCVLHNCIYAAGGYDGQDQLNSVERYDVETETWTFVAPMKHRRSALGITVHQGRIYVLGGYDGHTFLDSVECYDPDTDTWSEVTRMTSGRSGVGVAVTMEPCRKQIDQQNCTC
DAGLB inhibitor: blocks human DAGLB lipase activity | Q8NCG7 | HEK293T DAGLB membrane lysate, EnzChek fluorogenic substrate | inhibition, % at 5.17 µM | 340,000 tested, 0.059% active | AID 504411; in the data active = inhibition above about 34%;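 also: 0% = enzyme with vehicle and 100% = wells lacking enzyme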
Active calls of the source: *; · = not tested or not shown. Compounds were not picked by outcome. About 1.6% of those tested had a hit in this group.

Each structure is followed by: Cardiac RTF inh, LANA DNA inh, Keap1 Nrf2 FP, cardiac RTF act, CAL PDZ FP-1, SR-BI uptake up, Rtt109 Vps75, CAL PDZ FP-2, DAGLB inhibitor, PKA-R2B activ
> COc1ccc(C(CC(=O)Nc2ccc(C)cn2)N2Cc3ccccc3C2=O)cc1 (centres undefined)
 : -6, -1.9, -6, -5, -1.0, -9, 5, -5, -3, 2
> COc1ccccc1C(=O)C1CCCN(C(=O)C2=CC(=O)CC(C)(C)O2)C1 (centres undefined)
 : -11, 0.7, -1, 1, -0.7, 9, 0, -9, 0, 6
> Cc1nc2cc(C(F)(F)F)ccc2n1CCNc1nc(-c2ccc(F)cc2)cs1
 : -6, -2.3, -2, 0, 0.3, -14, 1, -3, -2, 0
> COC(=O)c1c(NC(=O)CSc2ncnc3c2cnn3-c2ccccc2Cl)sc2c1CCCC2
 : -14, -1.0, -2, 3, -1.2, -11, -4, -8, -3, 0
> COc1ccc(Cl)cc1NS(=O)(=O)c1cccc(C(=O)NCC2(N(C)C)CCCCC2)c1
 : -6, -2.3, 0, -5, -3.7, 4, 19, -6, 0, 1
> Cc1nn(-c2ccccc2)c(Cl)c1/C=C/C(=O)c1ccc(O)cc1
 : -7, 3.7, -3, -3, -3.5, -3, 10, -2, -2, -6
> Cc1noc(/C=C/c2ccc(-c3ccccc3Cl)o2)c1[N+](=O)[O-]
 : -20, 0.8, -3, 16, -4.1, 29, 2, -2, -1, 2
> CCCCCn1c(NCc2ccco2)nc2ccccc21
 : -5, -1.5, -1, 2, -0.7, 0, 4, ·, 0, 5
> O=C(Nc1ccccc1N1CCOCC1)C1CCN(S(=O)(=O)c2ccc(Cl)cc2)CC1
 : -3, -0.5, -4, -2, -2.1, ·, 22, -3, -1, -6
> FC(F)(F)c1cc(Cl)c2nnc(C(F)(F)Cl)n2c1
 : -10, 1.0, -8, 5, -1.7, -4, -4, -3, 1, 6
> Cc1cccc(CCNC(=O)C2CCCN(c3ncnc4c3nc3n4CCCCC3)C2)c1 (centres undefined)
 : 0, -0.7, -1, -8, -1.8, -9, 13, 4, -4, 1
> C/C(=N\NC(=S)Nc1cc(S(=O)(=O)N2CCOCC2)ccc1Cl)c1ccccc1F
 : 4, 0.5, -8, 12, -1.4, -50, 11, 1, -2, -15
> CCOC(=O)C1(Cc2cccc(OC)c2)CCCN(S(=O)(=O)c2cccnc2)C1 (centres undefined)
 : -6, 0.4, -2, -3, 0.5, 3, 1, ·, 0, -4
> COC(=O)CCCNC(=O)OCc1ccc([N+](=O)[O-])cc1
 : -7, 0.3, -9, 6, -0.7, -1, 5, -4, -3, 1
> O=C(Cc1ccccc1)NCC(=O)N1CCCCCC1
 : -12, 1.8, 5, -1, -0.4, 2, 5, ·, 0, -2
> COc1cccc(C(=O)NCC(=O)N/N=C/c2ccc(OC(=O)c3cccs3)c(OC)c2)c1
 : -8, -0.4, 0, 10, -1.7, 1, -3, 1, 1, -3
> COC(=O)CC1(C(=O)OC)Oc2ccc(Br)cc2C(=O)N1c1ccc(Br)cc1Cl (centres undefined)
 : 7, 0.4, -6, 6, -1.1, -2, -4, 1, -5, 0
> CN(C)CCn1c(=N)n(CC(O)c2ccc(Cl)c(Cl)c2)c2ccccc21 (centres undefined)
 : 8, -2.4, 1, 0, -2.8, -6, 2, 0, 0, -5
> CCOc1ccc(N(CC(=O)N/N=C(\C)c2cccc(NC(C)=O)c2)S(=O)(=O)c2ccccc2)cc1
 : 0, -3.2, -4, -3, -2.1, -30, 3, -5, -2, -9
> CN(c1ccc(OCC(=O)Nc2ccccc2C(=O)O)cc1)S(=O)(=O)c1ccc(Cl)cc1
 : 3, -1.4, -3, -12, -1.2, -13, -9, ·, 5, -1
> COc1ccccc1NC(=O)C1C2C=CC(C2)C1C(=O)NCc1cccnc1 (centres undefined)
 : 3, -0.5, -1, -7, -0.4, -32, -3, -2, -1, -5
> CC(=O)c1ccc(NC(=O)C[n+]2cccc(C)c2)cc1
 : -3, -1.0, 4, 1, 0.4, -4, 2, 2, -3, 1
> CCCn1c(Cc2ccccc2)n[nH]c1=S
 : 5, -1.0, -5, 4, -1.2, 17, -20, 1, -2, -11
> COc1cccc(CNC(=O)c2cc3c(C)nc4ccccc4c3o2)c1
 : -2, -2.9, -8, 5, -3.7, -10, 1, ·, -2, 10
> COc1cccc(C(=O)NCCSc2ccc(F)cc2)c1
 : -3, 0.5, -2, 4, -1.1, 25, ·, 3, -1, 5
> N=c1ccn(Cc2ccc([N+](=O)[O-])cc2)cc1
 : -8, 2.2, -1, 1, -0.3, ·, -22, -4, 1, 1
> Cc1ccc(C(=O)NCC(=O)NCCSc2ccc(Br)cc2)cc1
 : -3, 1.6, -2, 3, -3.1, 0, 4, 0, -2, -2
> O=C(NCc1ccc(Cl)cc1Cl)c1ccccn1
 : -9, -0.3, -3, 1, -3.3, 4, -2, -5, -2, -2
> CC(=O)NC1=NN(C(C)=O)C(C)(c2ccco2)S1 (centres undefined)
 : 3, 0.6, 0, 2, -0.1, 11, -13, -3, -2, 1
> O=C(Nc1ccccc1)N1CCC(c2nc(-c3ccc(S(=O)(=O)N4CCOCC4)cc3)no2)CC1
 : -6, -1.2, 0, 1, -1.3, -28, -6, -1, -6, -13
> Cc1ccc(OC(C)C(=O)N(Cc2cccs2)C2CCS(=O)(=O)C2)cc1C (centres undefined)
 : 1, -16, -1, 2, -0.2, -23, -5, ·, 1, -8
> Cc1ccc(N2C(=O)C(NC(=O)c3ccccc3F)(C(F)(F)F)C3=C2CC(C)(C)CC3=O)cc1 (centres undefined)
 : -1, 2.4, 5, 1, 0.5, 2, 14, -4, -5, 3
> CCN(C(=O)COC(=O)c1ccc(Cl)c(N)c1)C1CCS(=O)(=O)C1 (centres undefined)
 : -14, 1.7, -3, 10, -0.2, 8, -3, ·, 2, -7
> O=C(c1ccncc1)N1CCN(S(=O)(=O)c2cc(C(F)(F)F)cc(C(F)(F)F)c2)CC1
 : -11, -0.1, -1, -3, -1.8, 16, -29, 0, 2, -13
> Cc1noc(NS(=O)(=O)c2ccc(NC(=O)CSc3nnc(-c4ccccc4)n3C3CCCCC3)cc2)c1C
 : -11, -1.0, -4, -3, -3.6, 14, 6, ·, 4, 1
> O=C(CSc1nc2ccccc2c(=O)n1-c1ccc(F)cc1)NCc1ccco1
 : -4, 1.8, -8, 9, 0.0, 10, 19, ·, 2, -3
> Cc1ccc(-n2c(CNc3ccc(F)cc3)nnc2SCC(N)=O)cc1
 : 12, 0.3, -6, 11, ·, -8, 1, -1, 4, -18
> C[C@@]12C(=O)N(Cc3ccc(Cl)cc3)CC(=O)N1[C@H]1c3ccccc3OC[C@@H]1[C@@H]2c1ccccc1
 : 4, -1.8, -9, 5, -0.3, -5, 5, 0, -8, -3
> CCOC(=O)N1CCN(CC(O)COc2ccccc2C(C)C)CC1 (centres undefined)
 : -1, -0.3, 0, -5, 0.2, 6, 2, -24, -8, -11
> O=CN1CCCN(Cc2nc(-c3cccc(Cl)c3)no2)CC1
 : -7, 0.5, -10, 2, -2.0, 0, -7, -2, -1, -14
> C=CCC[C@H](Cc1ccc(F)cc1)C(=O)O[C@H](CNC(=O)[C@@H](CC=C)CC(=O)N(CCO)Cc1ccccc1)c1ccccc1
 : -7, -3.7, -1, -2, -1.1, -18, -4, 0, -6, -4
> O=c1c2cc(NC(=S)NCc3ccccn3)ccc2nc2n1CCCCC2
 : -2, 0.1, -2, 0, -0.2, 12, -10, 6, -1, -6
> CC(C)(C)NC(=O)Cn1nc(C(F)(F)F)c2c1CCCC2
 : -7, 0.9, -7, 11, -0.2, 4, -3, -5, -2, -4
> O=C(NCc1cccnc1)C1c2ccccc2C(=O)N1Cc1ccccc1 (centres undefined)
 : -1, 0.9, 2, -5, 0.6, 11, -4, ·, -2, -11
> CCOc1ccc(S(=O)(=O)NCc2ccccc2)cc1C(N)=O
 : -2, -1.1, 0, 9, -1.7, 12, -6, -1, -3, -8
> Oc1ccc(C[C@@H]2CNCCN2CC2CCCCC2)cc1
 : 5, 1.2, -3, -3, 1.2, 31, 7, -1, -2, -2
> O=C(C[n+]1cc(Br)cc(Br)c1)c1ccc(Cl)cc1
 : -7, 5.6, -10, -4, -0.8, -25, -2, ·, 1, 2
> Cc1ccc(C(=O)NNC(=O)c2ccc3ncccc3c2)cc1
 : -8, 2.6, -3, 10, -2.2, 6, 2, 1, 0, -5
> CCOC(=O)CSc1nc(N)c(C(=O)Nc2ccc(N(C)C)cc2)s1
 : -1, 0.4, -6, 5, -0.6, 10, 11, ·, 5, 3
> CC(=O)c1csc(COc2cc(Cl)cc(Cl)c2)n1
 : -1, -1.0, -1, 1, -0.9, -16, 14, 1, -3, -7
> CN(C)C(CNC(=O)c1cccc(S(=O)(=O)NCc2ccccc2)c1)c1ccccc1 (centres undefined)
 : -16, 0.3, -5, 11, -2.4, 20, -4, 0, -1, -12
> CCN(CC)P(=O)(c1ccccc1)c1c(C)nc2ccccn12 (centres undefined)
 : -12, 1.3, -5, -2, -0.1, ·, 8, ·, -1, 3
> COc1ccc2cc(C)c(SCC(=O)Nc3cc(C)on3)nc2c1
 : -6, 0.4, -4, 2, -0.8, 25, 3, 1, -1, -1
> CCOC(=O)c1ccc(NC(=O)CSc2nnc(Cn3c(=O)sc4ccccc43)n2C)cc1
 : -7, 0.0, 0, 5, -0.8, 3, 5, -2, -2, -4
> O=C1CCC(N2C(=O)c3ccccc3C2=O)C(=O)N1 (centres undefined)
 : 10, -0.6, 3, 1, -0.7, 1, 10, -4, 3, 0
> CC(=O)Nc1ccc(N2CCN(C(=O)c3cccs3)CC2)cc1
 : 5, -2.2, -13, -6, 0.8, 13, 0, -5, 3, -3
> CN(C(=O)c1ccccc1C(=O)OCC(=O)Nc1ccccc1)c1ccccc1
 : -3, 1.9, 0, -3, -0.8, -9, 2, ·, -3, -4
> Cc1ccc(OCC(=O)Nc2ccc(F)cc2)cc1C
 : -1, 0.9, -4, 3, -2.8, 1, -4, -2, -14, -2
> CCCCCCN(C(=O)CCCN1C(=O)NC(c2ccc([N+](=O)[O-])cc2)C(C(=O)OCc2ccccc2)=C1C)C(C)C(=O)NCCCC (centres undefined)
 : -7, 0.9, -3, 2, 0.8, -37, -4, -2, -3, -1
> Cc1sc(-c2ccccn2)nc1OC(=O)c1ccc(Cl)c(Cl)c1
 : -10, 1.6, 0, 1, -0.3, 16, -1, -2, -2, 8
> C=CCn1c(CCSCc2ccc(OC)c(C)c2)n[nH]c1=S
 : 5, -1.4, -2, 7, 0.9, -30, 3, -6, 0, 2
> O=C(CC(Cc1ccccc1)c1ccco1)NCc1ccco1 (centres undefined)
 : -5, 0.7, -5, 6, 0.4, -5, -3, -2, -2, 13
> C=C(C(=O)c1ccccc1)C(CC(=O)c1ccccc1)c1ccccc1 (centres undefined)
 : 8, -0.4, -3, -8, -0.4, 24, -7, -4, -4, -7
